# Compound activity: PubChem, several laboratories
# Scp1 inh = Scp-1 (human) phosphatase inhibition; 0.88% of 340,000 active; inhibition, % at 20 µM; AID 493091; Recombinant Scp1, phosphopeptide, malachite green phosphate absorbance; Q9GZU7;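 active = inhibition above about 50% at 20 µM, limit read from the data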;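 note: plate controls were DMSO wells with enzyme for no effect and wells lacking enzyme for full effect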
#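 Test system: SCP-1 phosphatase catalytic domain, residues 76-261 | Compound dosing: One concentration, 20 µM, with 1.0% DMSO | Schedule: 45 min room-temperature reaction, 5 min colour, 30 min stabiliser | Detection: Absorbance at 630 nm | Read-out basis: % inhibition of SCP-1 phosphate liberation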
# NadD block = inhibitors of Staphylococcus aureus NadD. purified NadD enzyme, colorimetric absorbance read-out. inhibition, % at 20 µM. 0.78% of 360,000 active. AID 602399; in the data active = inhibition above about 26%; note: some compounds past the cut are filed as inactive
# DNMT1 block = blocks human DNA methyltransferase DNMT1. AID 588458. 0.83% of 360,000 active. P26358. inhibition (reported as % activation of signal), % at 10 µM. DNMT1 molecular beacon, Hinp1I cleavage, fluorescence; in the data active = inhibition above about 50%
# TbMetRS inhib = Trypanosoma brucei MetRS inhibition. purified T. brucei MetRS, ATP depletion, Kinase-Glo luminescence. inhibition, % at 11.9 µM. 0.4% of 360,000 active. AID 624268;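 active = inhibition above a per-plate cutoff of the control wells' mean inhibition plus 3 SD, cut at about 5.5% in these data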;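 note: 0% = DMSO wells median and 100% = median of wells with control inhibitor compound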
#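 Assay system: T. brucei methionyl-tRNA synthetase, purified | Medium: HEPES buffer with MgCl2, KCl, DTT, spermine, BSA, pyrophosphatase | Compound: 11.9 µM single point | Incubation: 15 min enzyme-compound preincubation, 2 h reaction, 10 min detection, 25 °C | Measured by: Kinase-Glo luciferase luminescence reporting remaining unconsumed ATP | Measure: % inhibition normalized to control-well medians | Replication: Singlicate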
# SUMO1-SIM PPI = alters human SUMO1 binding to SIM partners; P63165; SUMO1 binding to a labelled peptide, TR-FRET, 1 h; inhibition, % at 20 µM; 0.33% of 360,000 active; in the data active = inhibition above about 37%
# Target sequence (P63165 whole entry, looked up): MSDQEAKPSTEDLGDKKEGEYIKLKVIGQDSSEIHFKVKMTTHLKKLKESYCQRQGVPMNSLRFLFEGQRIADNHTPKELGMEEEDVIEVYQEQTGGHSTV
# CSN inh = blocks human CSN-mediated cullin deneddylation | Q92905 | Purified CSN, SCF-Nedd8-OG deneddylation, fluorescence polarization | inhibition, % at 12.5 µM | 0.38% of 360,000 active;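 active = pattern-corrected inhibition above about 35%, with an unprinted fluorescence ratio check between 0.5 and 1.5, limit read from the data, passing the limit was not always enough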;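 note: 0% = enzyme with substrate and 100% = substrate without enzyme; some results filed as inactive read as strong as hits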
#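 assay system = purified human Csn5 enzyme expressed in HEK293T cells | amount = 0.24 nM enzyme | buffer or medium = Tris/NaCl/DTT buffer, pH 7.5 | reagent = 10 nM SCFSkp2-Nedd8OG | compound = one concentration, 12.5 µM, 0.25% DMSO | times = 90 min reaction at room temperature | signal = FP | read-out basis = % inhibition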
# PABP1 MLLE inh = inhibitors of microRNA-mediated deadenylation, human PABP1 MLLE binding; P11940; 0.36% of 360,000 active; GST-MLLE / FITC-PAM2 fluorescence polarization; AID 588489; inhibition, % at 20 µM; in the data active = inhibition above about 35%, passing the limit was not always enough;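 note: plate controls were DMSO wells with GST-MLLE for no effect and wells lacking GST-MLLE protein for full effect; some results filed as inactive read as strong as hits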
# STEP inh = inhibitors of human striatal-enriched phosphatase STEP. P54829. recombinant STEP, OMFP fluorogenic substrate, fluorescence. inhibition, % at 20 µM. 0.25% of 360,000 active. AID 588621;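 active = inhibition at 20 µM, scaled per plate between control wells, above about 37%, limit read from the data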;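 note: 0% = DMSO with enzyme and substrate and 100% = substrate only without enzyme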
# Target sequence (P54829 whole entry, looked up): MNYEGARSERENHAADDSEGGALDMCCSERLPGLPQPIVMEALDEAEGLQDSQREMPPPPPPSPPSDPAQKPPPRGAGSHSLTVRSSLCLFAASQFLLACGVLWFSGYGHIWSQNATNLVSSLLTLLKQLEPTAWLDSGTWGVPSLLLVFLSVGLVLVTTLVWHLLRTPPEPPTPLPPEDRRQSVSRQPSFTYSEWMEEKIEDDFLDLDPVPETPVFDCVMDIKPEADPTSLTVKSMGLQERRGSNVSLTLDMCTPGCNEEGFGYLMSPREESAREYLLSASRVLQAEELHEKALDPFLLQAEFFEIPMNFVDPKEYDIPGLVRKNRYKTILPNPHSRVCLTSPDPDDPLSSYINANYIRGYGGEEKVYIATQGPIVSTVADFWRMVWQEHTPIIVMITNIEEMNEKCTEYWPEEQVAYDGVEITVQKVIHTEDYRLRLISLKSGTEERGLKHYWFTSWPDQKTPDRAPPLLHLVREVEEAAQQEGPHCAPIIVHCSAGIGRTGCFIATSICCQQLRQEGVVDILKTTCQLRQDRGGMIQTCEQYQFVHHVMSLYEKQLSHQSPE
#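 System: isolated STEP enzyme; schedule: 20 min enzyme reaction at room temperature, protected from light; medium: Bis-Tris buffer pH 6.0, 2.5 mM DTT, 0.005% Tween 20; signal: fluorescence, 480/540 nm; dosing: single compound dose of 20 µM, 1% DMSO final; also added: OMFP substrate, 25 µM final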
# LMPTP inh = blocks human LMPTP phosphatase. P24666. recombinant LMPTP-A, OMFP fluorogenic substrate, fluorescence intensity. inhibition, % at 20 µM. 0.22% of 360,000 active;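 active = compounds that cut the enzyme signal by at least half of the control window in the single-dose screen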;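 note: plate controls were DMSO wells with enzyme plus substrate for no effect and substrate without enzyme for full effect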
#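 Test system – LMPTP-A phosphatase enzyme · Quantity – 0.625 nM LMPTP-A final · Reagent – OMFP substrate, 400 µM final · Dosing – one test concentration per compound, 20 µM, with 3% DMSO overall · Timing – 50 min enzyme reaction at room temperature, protected from light · Detection – fluorescence intensity · Controls – substrate-only low control, DMSO enzyme-plus-substrate high control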
# Rpn11 block = Rpn11 (human) deubiquitinase inhibition. O00487. calls only at 20 µM. human 26S proteasome, Ub4-pepOG fluorescence polarization; 20S core pre-blocked with epoxomicin. 0.59% of 360,000 active. AID 588493;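 active = inhibition at 20 µM, scaled to each plate's controls, above about 33%, limit read from the data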
# Target sequence (O00487 whole entry, looked up): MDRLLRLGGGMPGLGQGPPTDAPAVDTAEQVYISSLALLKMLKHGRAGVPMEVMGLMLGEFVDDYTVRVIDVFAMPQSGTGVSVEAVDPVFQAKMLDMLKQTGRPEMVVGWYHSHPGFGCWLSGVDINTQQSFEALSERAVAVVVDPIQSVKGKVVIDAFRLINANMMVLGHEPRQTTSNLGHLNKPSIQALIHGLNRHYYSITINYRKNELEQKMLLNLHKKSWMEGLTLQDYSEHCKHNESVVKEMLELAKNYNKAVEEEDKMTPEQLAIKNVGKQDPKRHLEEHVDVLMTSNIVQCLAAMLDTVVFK
# Numbers without * were called inactive; i = inactive; . = no result given. No enrichment for hits. Share with any hit: about 3.6%.
# Values run as follows: Scp1 inh	NadD block	DNMT1 block	TbMetRS inhib	SUMO1-SIM PPI	CSN inh	PABP1 MLLE inh	STEP inh	LMPTP inh	Rpn11 block
> CC(=O)c1ccc2noc(-c3ccc(F)cc3)c2c1
 : -11	-1	6	0.2	-26	-23	93	-1	0.4	i
> O=C(CSc1nnc(CNC(=O)c2cccs2)o1)NCCc1ccccc1
 : -2	3	5	-0.5	4	-3	-2	-6	-1.5	i
> CCOc1cc(Br)c(C(=O)O)cc1OC
 : 9	1	-5	-1.0	3	3	2	2	-0.1	i
> Cc1csc(=O)n1CC(=O)OCC(=O)c1c(N)n(CC(C)C)c(=O)n(C)c1=O
 : -5	-2	1	0.1	5	3	-17	-3	-0.3	i
> CCCN1CCC(NC(=O)C2CC=CCC2C(=O)O)CC1 (stereo not drawn)
 : -8	-2	5	-0.2	6	2	8	-2	-2.8	i
> Cc1cc(C)nc(SCC(=O)NC2CCCC2)n1
 : -5	-3	2	0.1	3	-1	-2	3	-0.6	i
> O=C(CSc1nc2ccccc2[nH]1)N1CCN(S(=O)(=O)c2ccc(Cl)cc2)CC1
 : 1	6	-4	0.0	1	-6	-93	8	-0.5	i
> CC(C)C[C@H]1CN(CCCC[C@H]2CNC(=O)C(=O)N2CC2CCCCC2)C(=O)C(=O)N1CCC1CCCCC1
 : .	20	.	0.2	2	-5	.	.	0.0	.
> Cc1ccc(C(=O)Nc2ccccc2N2CCCC2)s1
 : -5	5	-5	0.6	-12	-5	14	-2	-4.2	i
> CC1(C(=O)NS(=O)(=O)c2ccc(Cl)cc2)CCN1C(=O)c1ccco1 (stereo not drawn)
 : .	4	3	-0.3	3	-2	3	1	-1.7	i
> Brc1ccc(-c2csc(NC3=NCCCCC3)n2)cc1
 : 1	2	-4	0.0	-6	-3	1	1	1.5	i
> CCCCC(=O)Nc1ccc(NC(=O)c2cccs2)cn1
 : -4	0	2	-1.8	-1	-2	4	-1	-0.1	i
> COc1ccc2c(c1)CN(C)S(=O)(=O)c1ccccc1-2
 : -1	-2	2	-0.9	-5	1	-3	-5	-1.6	i
> COC(=O)c1c(NC(=O)c2ccc(S(=O)(=O)N3CCOCC3)cc2)sc2c1CCN(C(C)C)C2
 : -3	-5	2	-0.4	-4	3	-20	5	1.4	i
> Cc1ccc(C(=O)C(C)N(C(=O)c2ccc(Cl)cc2Cl)N2C(=O)CCCC2=O)cc1 (stereo not drawn)
 : -8	-5	-1	0.0	3	0	6	2	0.1	i
> CC(=O)c1cnc2cc(-c3cccc(Br)c3)nn2c1C
 : -4	-2	22	-0.2	0	2	-12	-1	-1.2	i
> COC(=O)c1sc(NC(=O)COc2c(C)cccc2C)nc1C
 : 6	-4	0	-1.0	2	-9	-5	3	-0.1	i
> CCc1ccc(NC(=O)CCc2nnc3ccc(N4CCC5(CC4)OCCO5)nn23)cc1
 : 1	3	1	-0.4	-3	-6	-2	0	0.2	i
> Cc1cc(Cl)ccc1N(CC(=O)NCc1ccc2c(c1)OCO2)S(C)(=O)=O
 : -6	-4	0	0.3	1	0	9	1	0.7	i
> CCOc1cc(-c2nc(C)c(C(C)=O)n2O)ccc1OCC(=O)Nc1cccc(C)c1
 : -7	11	1	-0.5	0	1	5	-3	-0.4	i

# Some of these compounds in order of the NadD block value, highest first:
SMILES	NadD block
O=C(CSc1nnc(CNC(=O)c2cccs2)o1)NCCc1ccccc1	3
CCCCC(=O)Nc1ccc(NC(=O)c2cccs2)cn1	0
COC(=O)c1sc(NC(=O)COc2c(C)cccc2C)nc1C	-4

# (cont.)
# Values run as follows: Scp1 inh	NadD block	DNMT1 block	TbMetRS inhib	SUMO1-SIM PPI	CSN inh	PABP1 MLLE inh	STEP inh	LMPTP inh	Rpn11 block
> CSC(=NCc1ccco1)NC#N
 : -4	-4	4	-0.8	1	-3	7	0	-2.2	i
> Cc1c(C(=O)N/N=C/c2ccccc2)sc(=S)n1C
 : 4	-1	6	0.0	-8	-2	4	-1	1.5	i
> CC(C)(C)OC(=O)N(CCc1ccccc1)Cc1ccc(OCc2cccc(NC(=O)C3CCC3)c2)cc1
 : -17	-8	-3	-0.6	5	1	-3	2	7.0	i
> CCC(C)C(CO)NCCCn1cnc2c(SC)ncnc21 (stereo not drawn)
 : .	-6	0	-0.3	1	4	-4	2	-1.3	i
> COc1cnc(SCc2c(Cl)cccc2Cl)nc1Cl
 : -13	0	0	-0.4	0	-2	-5	0	3.2	i
> Nc1[nH]ncc1-c1ccc(F)cc1
 : -6	2	-1	-1.8	2	1	-2	-1	-2.0	i
> S=C(NCc1ccco1)N1CCN(c2ccccn2)CC1
 : -8	1	1	-0.6	-1	-5	-117	0	-1.0	i
> C=CCOc1c(Br)cc(/C=C2\SC(=Nc3ccccc3)NC2=O)cc1OC
 : -6	21	28	-0.4	0	6	-44	2	-2.1	i
> COc1cc(/C=N/N2CCN(c3ccccc3)CC2)cc(OC)c1OC(C)=O
 : -1	6	0	-0.5	-3	-1	17	5	1.5	i
> O=C(NCc1ccco1)C1(c2ccccc2)CCCC1
 : 0	2	3	-0.6	-1	-4	-6	-2	-1.7	i
> FC(F)(F)c1cnc(COc2cc(Cl)cc(Cl)c2)c(Cl)c1
 : 36	7	-2	-1.3	1	-5	-5	3	0.3	i
> CCCn1c(=O)[nH]c(=O)c2c1nc(-c1ccc(OC(F)F)c(OC)c1)n2CCOC
 : -9	-3	-5	-0.7	-5	2	-9	1	0.0	i
> O=C(COc1ccc2ccc(=O)oc2c1)Nc1c(Cl)cccc1C(F)(F)F
 : 5	-2	4	0.3	8	-3	-1	4	-0.3	i
> Cc1cccn2c(=O)c(C=NCCO)c(NCc3ccco3)nc12
 : -1	-2	0	-1.5	-16	4	29	1	0.6	i
> c1cncc(-c2noc(C34CC5CC(CC(C5)C3)C4)n2)c1
 : -5	8	1	-0.7	0	2	-6	-2	-1.5	i
> COc1ccc(/C=C/C(=O)OC2CCCN(C)C2)cc1 (stereo not drawn)
 : -1	-2	-1	-0.1	-4	1	3	-3	-1.0	i
> CCCCC(=O)Nc1cc(C)c(NC(=O)c2ccco2)cn1
 : -9	-4	0	0.2	-5	3	15	-1	0.7	i
> Cc1ccccc1C(=O)c1cccn1CC(=O)O
 : 9	-2	6	-0.6	1	-1	8	-3	-1.6	i
> OCCC1CN(Cc2ccncc2)CCN1C1CCCC1 (stereo not drawn)
 : -2	-5	2	-0.6	-1	0	0	-2	-1.8	i
> Cc1ccc(S(=O)(=O)N2CCC(=O)N(CCOCc3cccc(C(F)(F)F)c3)CC2)cc1
 : -11	-2	-4	-0.1	2	-3	1	1	0.4	i
> Cn1nc([N+](=O)[O-])nc1Oc1ccc(C(C)(C)C)cc1
 : -8	-4	3	0.5	-24	-1	1	1	-1.3	i
> CC(C)(C)c1ccc(-c2nc(NCc3cccnc3)c3ccccc3n2)cc1
 : 1	12	-10	-0.3	-1	-7	-1	0	42	i
> COc1cccc2c1cc1c(=O)n(CC(=O)NCCCc3ccccc3)nc(C)n12
 : 0	6	33	-0.1	-1	-3	-7	3	1.6	i
> CCC(C)(C)C1CCC2(CC1)NC(=O)N(CC(=O)N(C)CCOc1ccc(Cl)cc1)C2=O (stereo not drawn)
 : -10	-1	12	-0.3	6	-5	6	0	2.4	i
> O=C(c1ccc(Cl)c(S(=O)(=O)N2CCCCCC2)c1)N1CCN(CCO)CC1
 : -8	-3	2	0.0	-2	1	-9	-3	-0.4	i
> Cc1csc2nc(SCC(=O)Nc3ccccc3F)[nH]c(=O)c12
 : 3	-4	-2	-0.3	3	4	8	0	0.4	i
> O=c1[nH]c2ccccc2nc1Cc1ccc(Cl)cc1
 : -8	0	0	0.3	-10	3	-10	0	4.0	i
> COc1ccc(CN2CCN(C(=O)c3ccc4nc(N5CCOCC5)sc4c3)CC2)c(OC)c1OC
 : -6	1	0	0.2	2	-3	-7	1	-1.5	i
> O=C1C=CC(=O)N1Cc1ccccn1
 : -1	1	1	-0.1	3	-2	17	0	0.0	i
> O=C1CCCCCN1C(=O)c1ccccc1
 : -15	-5	-1	-0.5	1	1	7	-4	-0.7	i
> O=C1NN(c2ccccc2)C(=O)/C1=C/c1coc2ccccc2c1=O
 : -4	8	-9	-0.5	3	-3	20	7	-0.1	i
> CCOc1ccc(/C=N/NC(=O)c2ccc(Cn3cc(Br)cn3)o2)cc1
 : -1	1	-25	0.1	-7	5	2	4	0.3	i
> COc1ccc(-c2cc(C(=O)N3CCN(c4ccccn4)CC3)c3ccccc3n2)cc1
 : -4	9	-8	-1.0	-5	2	11	4	1.9	i
> Cc1cc(N)n2ncc(-c3ccc(F)cc3)c2n1
 : -7	3	0	-0.4	1	0	-3	1	3.5	i
> CCOc1ccc2nc(SCC(=O)c3ccc(C)s3)sc2c1
 : -16	1	-5	-0.4	-1	4	-49	2	4.5	i
> CCOC(=O)C(C(=O)Nc1ccc(C)cc1)C1CCCCC1 (stereo not drawn)
 : 1	-3	1	-1.4	2	-2	-6	-7	-1.3	i
> Cc1ccc(C(=O)Nc2ccccc2C(=O)N2CC3(C)CC2CC(C)(C)C3)cc1 (stereo not drawn)
 : -7	-2	3	-0.9	-4	4	7	2	-0.2	i
> O=C(C[C@H]1C=C[C@@H](NS(=O)(=O)c2ccccc2)[C@@H](CO)O1)NCc1ccc(Cl)c(Cl)c1
 : .	.	.	0.4	0	0	.	.	-0.6	.
> CCc1nnc(NC2=NCCC2)s1
 : 1	0	2	-0.3	-1	-3	-2	-7	-1.5	i
> N=c1c(C(=O)NCCN2CCOCC2)cc2c(=O)n3ccccc3nc2n1CCCN1CCOCC1
 : -2	3	2	-0.7	-34	5	7	3	2.1	i
> CCN(CC)CCCN=C1N[C@@H](c2cccc(C(F)(F)F)c2)C(C(=O)OC)=C(C)N1CC
 : 14	-2	0	0.0	-11	1	-141	-2	-3.4	i
> COc1cccc(NC(=O)COc2ccc(N3CC(C(=O)NCC(C)C)CC3=O)cc2)c1 (stereo not drawn)
 : -2	-6	5	-1.0	2	-3	-4	-1	-1.1	i
> CCC1(CC)C(=O)N(C)C(=O)NC1=NCc1ccccc1
 : -5	0	-3	-1.0	-1	-7	5	4	-1.3	i
